Screening results (PubChem BioAssay)
P. falciparum M1AAP = P. falciparum M1AAP inhibitors, biochemical, fluorogenic H-Leu-NHMec substrate, 1536-well (AID 1445); recombinant M1AAP, H-Leu-NHMec fluorogenic kinetic assay; higher % means a stronger effect; hit rate 0.42% among 220,000; inhibition, % at 30 µM, or IC50 in µM where a hit was titrated;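 active means primary inhibition above the hit cutoff, then over 50% inhibition at one or more dose response concentrations, cut at about 23% in these data, passing the limit was not always enough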;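 further: plate controls were DMSO full reaction for no effect and no enzyme background for full effect; strong numbers were not always called active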
CSM14.1 death rescue = protection against thapsigargin-triggered cell killing – 384-well, CSM14.1, ATP luminescence, primary screen (AID 1222); cellular ATP content (survival), % at 20 µM, or EC50 in µM where a hit was titrated; CSM14.1 thapsigargin-induced death rescue, ATP luminescence; higher % means a stronger effect; 190,000 tested, under 10 active;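 active means EC50 below 50 µM in the dose-response confirmation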;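 further: death triggered by thapsigargin at about 15 µM added after 2 h compound pretreatment; cell ATP read after overnight thapsigargin exposure of roughly 18 to 22 hours; normalized against plate controls of thapsigargin alone and 5% DMSO vehicle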
UTI89 phage lysis = protection from phage-mediated lysis, alamar blue read-out – E. coli UTI89, K1F phage, bacterial capsule biogenesis inhibitors (AID 488966) | E. coli UTI89 K1F phage lysis, alamar blue, 2 h; higher % means a stronger effect | one-dose inhibition, % at 100 µM; IC50 in µM for titrated hits | hit rate 0.02% among 340,000;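 active means phage lysis inhibition, versus mean bacterial control, above a set limit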;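 further: capsule biogenesis inhibitors block K1F phage lysis so surviving cells raise fluorescence; higher fluorescence means more inhibition of phage lysis; actives were called in the ten point dose series up to 300 µM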
Lipid droplet = hepatic lipid droplet formation modulation; inhibition, % at 6.5 µM; hit rate 0.4% among 240,000; AML12 mouse hepatocytes, oleate lipid droplets, BODIPY imaging; AID 1656;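 active means lipid droplet intensity inhibited by at least 50%, with more than 500 cells counted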
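Test system: AML12 hepatocytes (mouse); reagent: oleate loading, 100 µM; dosing: one dose, 6.5 µM compound; incubation: overnight exposure; signal: fluorescence imaging, 20x objective, two fields per well; read-out basis: % inhibition of corrected integrated BODIPY droplet signal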
PMI inhibitors = MPI enzyme activity inhibition – biochemical, fluorescence intensity, coupled assay, primary screen (AID 1209) | purified PMI enzyme, coupled fluorescence intensity; higher % means a stronger effect | inhibition, % at 20 µM, or IC50 in µM where a hit was titrated | hit rate 0.42% among 190,000;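 further: plate controls were DMSO vehicle for no effect and wells lacking substrate for full effect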
TNAP activators = human TNAP enzyme activators, primary screen, biochemical, luminescent, no phosphate acceptor, uHTS (AID 1001) | hit rate 0.03% among 200,000 | one-dose activation fold at 20 µM; EC50 in µM for titrated hits | purified TNAP, luminescent activation assay, no phosphate acceptor; higher activation fold means a stronger effect; in the data active means activation fold from about 3, or a potency from the dose series; inactive means the rest, 99 in 100 with activation fold below about 1.6; further: many of its hits are not listed in these tables
human PMI inhibitors = MPI inhibition at elevated mannose 6-phosphate – biochemical, fluorescence intensity, high mannose 6-phosphate, primary screen (AID 1220) | recombinant PMI enzyme, coupled fluorescence intensity; higher % means a stronger effect | inhibition, % at 20 µM; hits with a dose series show IC50 in µM | hit rate 0.66% among 190,000
WT yeast gro inh = growth inhibition of WT yeast, mitochondrial fusion screen | mitochondrial fusion phenotypic screen, WT strain | hit rate 2.1% among 190,000 | inhibition, % at 10 µM; in the data active means inhibition above about 58%; tested in S. cerevisiae
Myeloid diff MLP = myeloid differentiation induction | ER-HoxA9 myeloid progenitors, lysozyme-GFP differentiation, flow cytometry | calls only at 10 µM | hit rate 1% among 360,000;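 active means normalized GFP-positive differentiation at or above the plate's own cutoff, the solvent-only control mean plus 3 SD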;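 further: cells exposed to compound for four days before flow analysis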
WT yeast gro inh mutant strain = second read-out of WT yeast gro inh, no call of its own (marks repeat the call); inhibition, %; mitochondrial fusion phenotypic screen, mutant strain inhibition
Lipid droplet cells 6.5 µM = recorded beside Lipid droplet, whose call it bears; cell count; measured here: cell count, cytotoxicity flag;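 cells counted across two imaged fields per well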
Myeloid diff MLP GFP+ MAC1+ % = further read-out of Myeloid diff MLP, marked with its call; GFP+ MAC1+ double positive, %; measured here: differentiation confirmed by MAC1 staining
An asterisk follows results filed as active; [ ] = another dose, or the depositor's remark. Unless noted, no stated cut-off is given here; in the data, active means inhibition above about 50%; inactive means the rest.

What do the screens show for `CCOc1cc(C2Nc3ccccc3C(=O)N2c2ccccc2)ccc1O` (stereo unspecified)?
P. falciparum M1AAP: 11.9%; CSM14.1 death rescue: -0.1%; UTI89 phage lysis: -0.7%; PMI inhibitors: 0.7%; TNAP activators: 1.2; human PMI inhibitors: 5.1%; WT yeast gro inh: 33.4; Myeloid diff MLP: inactive; WT yeast gro inh mutant strain: 2.6; Myeloid diff MLP GFP+ MAC1+ %: 2.9

What do the screens show for `Cc1ccc(C)c(NC(=O)CCN2CCc3ccccc3C2)c1`?
P. falciparum M1AAP: -5.9%; CSM14.1 death rescue: -0.2%; UTI89 phage lysis: 4.3%; Lipid droplet: -33.6; PMI inhibitors: -1.4%; TNAP activators: 1; human PMI inhibitors: 1.8%; WT yeast gro inh: 23.2; Myeloid diff MLP: inactive; WT yeast gro inh mutant strain: -22.0; Lipid droplet cells 6.5 µM: 756; Myeloid diff MLP GFP+ MAC1+ %: 1.2

Results for CCC(C)N(C(=O)COC(=O)CCc1c[nH]c2ccccc12)C1CCS(=O)(=O)C1 (stereo unspecified) ?
P. falciparum M1AAP: -4.5%; CSM14.1 death rescue: -0.7%; UTI89 phage lysis: 0.3%; Lipid droplet: 7.9; PMI inhibitors: -2.4%; TNAP activators: 1.1; human PMI inhibitors: -11.8%; WT yeast gro inh: -6.4; Myeloid diff MLP: inactive; WT yeast gro inh mutant strain: 4.9; Lipid droplet cells 6.5 µM: 788; Myeloid diff MLP GFP+ MAC1+ %: 0.4

What do the screens show for `CCc1nnc(NC(=O)CSc2ccc(-c3cccs3)nn2)s1`?
P. falciparum M1AAP: -2.3%; CSM14.1 death rescue: -0.8%; UTI89 phage lysis: 0.2%; Lipid droplet: 7.1; PMI inhibitors: -15.1%; TNAP activators: 1.1; human PMI inhibitors: -17.5%; WT yeast gro inh: 5.2; Myeloid diff MLP: inactive; WT yeast gro inh mutant strain: -6.1; Lipid droplet cells 6.5 µM: 747; Myeloid diff MLP GFP+ MAC1+ %: 0.6

How did COCCNC(=S)NNC(=O)CSCc1ccc(Cl)cc1Cl do in these assays?
P. falciparum M1AAP: -17.8%; CSM14.1 death rescue: -0.3%; UTI89 phage lysis: 0.1%; Lipid droplet: -18.0; PMI inhibitors: -7.3%; TNAP activators: 2.1; human PMI inhibitors: -2.6%; WT yeast gro inh: 21.1; Myeloid diff MLP: inactive; WT yeast gro inh mutant strain: 14.4; Lipid droplet cells 6.5 µM: 651; Myeloid diff MLP GFP+ MAC1+ %: 0.4

How did CCOc1ccc(/C=N/NC(=O)c2cc(-c3cccn3C)n[nH]2)cc1 do in these assays?
P. falciparum M1AAP: 6.7%; CSM14.1 death rescue: 0.8%; UTI89 phage lysis: -0.8%; Lipid droplet: 0.2; PMI inhibitors: 0.3%; TNAP activators: 0.2; human PMI inhibitors: 3.7%; WT yeast gro inh: 3.7; Myeloid diff MLP: inactive; WT yeast gro inh mutant strain: 3.2; Lipid droplet cells 6.5 µM: 714; Myeloid diff MLP GFP+ MAC1+ %: 0.2

What do the screens show for `N#Cc1cc2c(nc1SC1CC(=O)N(c3ccccc3)C1=O)CCC2` (stereo unspecified)?
P. falciparum M1AAP: 8.8%; CSM14.1 death rescue: -1.8%; UTI89 phage lysis: 1.7%[50 µM]; Lipid droplet: 8.8; PMI inhibitors: 13.0%; TNAP activators: 1.1; human PMI inhibitors: 35.2%; WT yeast gro inh: 5.0; Myeloid diff MLP: inactive; WT yeast gro inh mutant strain: 11.3; Lipid droplet cells 6.5 µM: 716; Myeloid diff MLP GFP+ MAC1+ %: 0.6

What do the screens show for `CCC(=O)C1=C(O)C(c2cccc(Oc3ccccc3)c2)CCC1=O` (stereo unspecified)?
P. falciparum M1AAP: 3.7%; UTI89 phage lysis: 0.0%; Lipid droplet: 0.3; PMI inhibitors: -26.8%; TNAP activators: 1.1; human PMI inhibitors: -13.1%; WT yeast gro inh: 63.2*; Myeloid diff MLP: inactive; WT yeast gro inh mutant strain: 58.7*; Lipid droplet cells 6.5 µM: 678; Myeloid diff MLP GFP+ MAC1+ %: 0.8

How did COc1cccc(CNC(=O)C(=O)NCC2CCCO2)c1 (stereo unspecified) do in these assays?
P. falciparum M1AAP: 2.4%; CSM14.1 death rescue: -2.1%; UTI89 phage lysis: 2.0%; Lipid droplet: -12.1; PMI inhibitors: 2.8%; TNAP activators: 1.1; human PMI inhibitors: 8.0%; WT yeast gro inh: -16.7; Myeloid diff MLP: inactive; WT yeast gro inh mutant strain: -6.2; Lipid droplet cells 6.5 µM: 743; Myeloid diff MLP GFP+ MAC1+ %: 0.9

How did COCc1cc(=O)[nH]c(SCCS(=O)(=O)c2ccc(C)cc2)n1 do in these assays?
P. falciparum M1AAP: 5.7%; UTI89 phage lysis: 4.3%; Lipid droplet: -2.3; Myeloid diff MLP: inactive; Lipid droplet cells 6.5 µM: 611; Myeloid diff MLP GFP+ MAC1+ %: 0.7

What do the screens show for `COc1cc(C(=O)Nc2ccc(C(N)=O)cc2)c([N+](=O)[O-])cc1OC`?
P. falciparum M1AAP: 4.8%; CSM14.1 death rescue: -2.4%; UTI89 phage lysis: 0.1%; Lipid droplet: 11.0; PMI inhibitors: -14.1%; TNAP activators: 1.1; human PMI inhibitors: 15.2%; WT yeast gro inh: -3.3; Myeloid diff MLP: inactive; WT yeast gro inh mutant strain: -5.1; Lipid droplet cells 6.5 µM: 709; Myeloid diff MLP GFP+ MAC1+ %: 0.3

What do the screens show for `COc1ccc(S(=O)(=O)C(C#N)c2nc3ccccc3nc2N2CCCC(C)C2)cc1` (stereo unspecified)?
P. falciparum M1AAP: 11.1%; UTI89 phage lysis: 0.6%; Lipid droplet: -3.9; PMI inhibitors: -31.5%; TNAP activators: 1.1; human PMI inhibitors: -74.7%; WT yeast gro inh: -1.1; Myeloid diff MLP: inactive; WT yeast gro inh mutant strain: -22.7; Lipid droplet cells 6.5 µM: 728; Myeloid diff MLP GFP+ MAC1+ %: 0.4

Results for CCNS(=O)(=O)c1ccc(NC(=O)c2ccc(Cn3cc([N+](=O)[O-])cn3)o2)cc1 ?
P. falciparum M1AAP: -3.4%; CSM14.1 death rescue: -6.5%; UTI89 phage lysis: -0.6%; Lipid droplet: -4.1; PMI inhibitors: -6.3%; TNAP activators: 1.1; human PMI inhibitors: 0.0%; WT yeast gro inh: -12.4; Myeloid diff MLP: inactive; WT yeast gro inh mutant strain: -5.4; Lipid droplet cells 6.5 µM: 691; Myeloid diff MLP GFP+ MAC1+ %: 1.2

Results for CN1CCC(N(C)C(=O)CCc2nc3ccccc3c(=O)[nH]2)CC1 ?
P. falciparum M1AAP: -3.7%; CSM14.1 death rescue: -1.3%; UTI89 phage lysis: 5.3%; PMI inhibitors: -7.4%; TNAP activators: 1; human PMI inhibitors: -16.6%; WT yeast gro inh: 24.9; Myeloid diff MLP: inactive; WT yeast gro inh mutant strain: 9.5; Myeloid diff MLP GFP+ MAC1+ %: 7.2

Results for CCN(CC)c1ccc(NC(=O)COc2ccc(C)cc2)cc1 ?
CSM14.1 death rescue: -2.2%; UTI89 phage lysis: 6.3%; PMI inhibitors: 1.2%; TNAP activators: 1.1; human PMI inhibitors: 12.9%; WT yeast gro inh: 2.5; Myeloid diff MLP: inactive; WT yeast gro inh mutant strain: -2.8; Myeloid diff MLP GFP+ MAC1+ %: 8.5

Results for CCOC(=O)c1ccc(N2C(=O)C3ON(c4ccccc4)C(c4ccco4)C3C2=O)cc1 (stereo unspecified) ?
P. falciparum M1AAP: 17.3%; CSM14.1 death rescue: 1.7%; UTI89 phage lysis: 0.3%; PMI inhibitors: 2.5%; TNAP activators: 1.1; human PMI inhibitors: 7.0%; WT yeast gro inh: 10.8; Myeloid diff MLP: inactive; WT yeast gro inh mutant strain: 7.9; Myeloid diff MLP GFP+ MAC1+ %: 2.6

What do the screens show for `COC(=O)c1cc(NC(=O)C2CC(=O)NC(=NCc3ccc(OC)cc3)S2)cc(C(=O)OC)c1` (stereo unspecified)?
P. falciparum M1AAP: 4.6%; CSM14.1 death rescue: 1.9%; UTI89 phage lysis: 0.5%; Lipid droplet: -9.4; PMI inhibitors: 13.4%; TNAP activators: 1; human PMI inhibitors: 8.9%; WT yeast gro inh: -3.7; Myeloid diff MLP: inactive; WT yeast gro inh mutant strain: 13.0; Lipid droplet cells 6.5 µM: 696; Myeloid diff MLP GFP+ MAC1+ %: 0.1

Results for Cc1cc(OC(=O)c2ccc(S(=O)(=O)N3CCCCC3)cc2)c([N+](=O)[O-])c(=O)[nH]1 ?
P. falciparum M1AAP: -6.1%; CSM14.1 death rescue: -0.9%; UTI89 phage lysis: -0.1%; Lipid droplet: 3.4; PMI inhibitors: 2.7%; TNAP activators: 1.2; human PMI inhibitors: -1.5%; WT yeast gro inh: 12.1; Myeloid diff MLP: inactive; WT yeast gro inh mutant strain: -10.5; Lipid droplet cells 6.5 µM: 607; Myeloid diff MLP GFP+ MAC1+ %: 0.3

How did Cc1cc(C(=O)NCCCN2CCN(c3cc(Cl)ccc3C)CC2)n(-c2ccccc2)n1 do in these assays?
P. falciparum M1AAP: 6.6%; CSM14.1 death rescue: 2.1%; UTI89 phage lysis: 1.6%; PMI inhibitors: 1.6%; TNAP activators: 0.9; human PMI inhibitors: 7.6%; WT yeast gro inh: 10.3; Myeloid diff MLP: inactive; WT yeast gro inh mutant strain: 7.8; Myeloid diff MLP GFP+ MAC1+ %: 0.8

Results for CCCCOc1ncnc2c1[nH]c1ccccc12 ?
P. falciparum M1AAP: -0.1%; CSM14.1 death rescue: 3.4%; UTI89 phage lysis: 1.7%; PMI inhibitors: -6.8%; TNAP activators: 1.1; human PMI inhibitors: 5.3%; WT yeast gro inh: 1.4; Myeloid diff MLP: inactive; WT yeast gro inh mutant strain: 14.3; Myeloid diff MLP GFP+ MAC1+ %: 1.1

Results for Cc1ccc2nc(NC3=NCN(C4CCCCC4)CN3)nc(C)c2c1 ?
CSM14.1 death rescue: 0.1%; PMI inhibitors: 4.3%; TNAP activators: 1.1; human PMI inhibitors: -1.8%
